Screening data as filed in PubChem.
N370S GC mod – inhibits or activates N370S mutant glucocerebrosidase. Potency, µM (top dose mostly 59.4 µM), for inactives: top-dose activity change, negative = inhibition, most hits filed as inhibitors. 0.092% of 330,000 active. N370S GC spleen homogenate, 4MU-glucoside fluorescence. P04062;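 further: 0% = full enzyme activity and -100% = no enzyme basal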
FEN1 inh – inhibitors of human flap endonuclease 1 | AID 588795 | Recombinant FEN1 flap cleavage, fluorescence, 15 min | P39748 | Potency, µM (top dose mostly 114 µM), for the others: top-dose activity change, negative = inhibition, usual class: inhibitors | 0.35% of 390,000 active; further: nearly all actives have a fitted effect of over 65% in size
Target sequence (P39748 whole entry, looked up): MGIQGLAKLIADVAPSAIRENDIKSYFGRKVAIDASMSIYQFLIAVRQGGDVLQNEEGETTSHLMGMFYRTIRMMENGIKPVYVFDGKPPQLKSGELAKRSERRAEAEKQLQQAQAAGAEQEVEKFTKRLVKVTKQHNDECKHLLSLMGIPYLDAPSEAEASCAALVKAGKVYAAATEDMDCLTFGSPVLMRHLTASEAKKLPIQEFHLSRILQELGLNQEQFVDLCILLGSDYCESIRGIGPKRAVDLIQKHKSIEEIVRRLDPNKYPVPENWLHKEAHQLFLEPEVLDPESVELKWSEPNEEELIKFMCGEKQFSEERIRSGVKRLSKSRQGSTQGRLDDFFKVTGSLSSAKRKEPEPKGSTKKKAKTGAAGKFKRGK
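Read-out was taken twice, immediately and after 15 min, following addition of 50 nM substrate to 10 nM FEN1 that had sat with test compound for 15 min at room temperature. Curves came from a four-parameter Hill model.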
TDP1 inh – TDP1 (human) enzyme inhibition; Potency, µM (series often up to 130 µM), for the others: at the top dose activity change, negative = inhibition, usual class: inhibitors; 0.28% of 350,000 active; recombinant TDP1, AlphaScreen DNA substrate cleavage; Q9NUW8; further: nearly all actives have a fitted effect of over 40% in size
Target sequence (Q9NUW8 whole entry, looked up): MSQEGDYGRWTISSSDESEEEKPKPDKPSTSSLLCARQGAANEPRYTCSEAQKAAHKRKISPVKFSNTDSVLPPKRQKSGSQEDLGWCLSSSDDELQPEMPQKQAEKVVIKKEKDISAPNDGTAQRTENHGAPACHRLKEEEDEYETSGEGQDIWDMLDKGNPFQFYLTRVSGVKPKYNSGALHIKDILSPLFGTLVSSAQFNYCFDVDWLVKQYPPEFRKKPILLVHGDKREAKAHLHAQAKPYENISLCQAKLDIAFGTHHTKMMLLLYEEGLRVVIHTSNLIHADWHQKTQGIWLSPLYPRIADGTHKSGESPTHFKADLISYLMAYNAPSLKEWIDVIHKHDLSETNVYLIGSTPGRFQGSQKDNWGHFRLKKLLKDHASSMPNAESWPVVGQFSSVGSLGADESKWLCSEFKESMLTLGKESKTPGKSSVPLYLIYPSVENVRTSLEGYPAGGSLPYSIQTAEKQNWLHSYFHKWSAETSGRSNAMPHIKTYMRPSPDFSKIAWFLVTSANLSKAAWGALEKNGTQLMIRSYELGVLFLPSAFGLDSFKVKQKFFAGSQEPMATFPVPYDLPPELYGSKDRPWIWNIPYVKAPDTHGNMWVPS
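Recombinant human Tdp1 (E. coli-expressed, 1 nM final) preincubated with compounds 15 min at room temperature, then 5'-biotin/3'-phosphotyrosine-FITC DNA substrate (15 nM final) added for 5 min. AlphaScreen beads (10 ug/ml final) added 10 min; cleavage lowers signal.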
Starred values were filed as active, the others as inactive; ? = inconclusive; nt = no result given; & = joins results of further samples; [ ] = another dose, or the depositor's remark. The call rests on the fitted dose curve; in most records, active means well fitted curve in the direction sought with a large enough effect; inconclusive means small, poorly fitted or top-dose-only effect, or another doubt; inactive means no such curve, though single readings can be large; an effect the other way counts as inactive or inconclusive. Unless noted, on the % scale 0 is the no-effect control and ±100 the full control effect; potency means the concentration at half of the fitted maximal effect.

smiles | TDP1 inh | FEN1 inh | N370S GC mod
O=C(/C=C/c1ccco1)Nc1cc(Cl)ccc1C(=O)O | -8% | -17% | -6%
Cc1cc(NC(=O)c2ccc3c(c2)N(Cc2cccc(Cl)c2)C(=O)c2ccccc2S3(=O)=O)ccc1Br | 4% | 3% | nt
CCSc1nc2ccccc2c(OCc2ccc(Cl)cc2)c1C(=O)OC | -11% | -6% | nt
COc1ccc(C)cc1NC(=O)CN1C(=O)c2ccccc2S1(=O)=O | 3% | -6% | 3%
CCOc1c(CC2C(=O)Nc3ccc(Br)cc32)cccc1OC (stereo not given) | -2% | ? | nt
CCc1cc2c(COC(=O)c3cc(S(=O)(=O)N4CCOCC4)ccc3F)cc(=O)oc2cc1O | 1% | -1% | nt
Cc1cc(C)c(C)c(S(=O)(=O)N[C@@H](C)C(=O)OC(C)C(=O)NC(N)=O)c1C (stereo not given in full) | 1% | 17% | -21%
Cc1cc(C)c(NC(=O)CN(C)C(=O)c2ccc(OCc3ccccc3)cc2)c(C)c1 | -1% | 5% | nt
COc1ccccc1/C=C/C(=O)OCC(=O)c1c[nH]c2ccccc12 | -5% | 7% | nt
O=C(C1CCCN1S(=O)(=O)c1ccc(Cl)cc1)N1CCN(c2ccccc2)CC1 (stereo not given) | 1% | 7% | nt
CC1CN(c2cc(=O)n(Cc3ccc(F)cc3)c(=O)[nH]2)CC(C)O1 (stereo not given) | -2% | -9% | 4%
CCOC(=O)N1CCN(Cc2nc3cc(NC(=O)c4ccccc4OC)ccc3n2C(C)C)CC1 | 6% | 1% | nt
CC(=O)Nc1cccc(OCC(=O)NC(C)C(C)C)c1 (stereo not given) | 3% | 8% | 9%
COC(=O)c1ccc2nc(C)cc(Nc3ccc(N(C)C)cc3)c2c1 | 11% | -13% | -25%
CSc1nnnn1-c1c(C)cccc1C | nt | 9% | 0%
O=C(O)c1ccc(/C=N/n2c(C3CCCCC3)n[nH]c2=S)cc1 | nt | 12% | -2%
CCOC(=O)c1sc(NS(=O)(=O)c2ccccc2)nc1C | 6% | 10% | -24%
O=C(COC(=O)c1ccc(N2CCOCC2)c([N+](=O)[O-])c1)Nc1ccc2c(c1)OCO2 | 0% | -3% | 2%
CCCN1CCN(CCCNC(=O)c2cc3c(s2)-c2ccccc2OC3)CC1 | 5%&-5% | 13%&7% | ?
O=C(N/N=C\c1cccc(Cl)c1)c1n[nH]c2c1CCCC2 | 3% | 13% | 1%
COc1cc(C)ccc1OCc1cc(C(=O)N2CCCCCCC2)no1 | 0% | 7% | -10%
CCCc1cc(=O)oc2cc(OCc3cc(OC)c(OC)c(OC)c3)c(Cl)cc12 | 2% | -6% | -13%
Cc1ccc(NC(=O)CN(C)S(=O)(=O)c2cccc3nsnc23)c(C)c1 | 7% | -14% | nt
Cc1occc1-c1nnc(SCC(=O)NC2CCCCC2C)o1 (stereo not given) | 0% | -4% | 0%
COc1ccc(-n2c(N)c(C(=O)NCC3CCCO3)c3nc4ccccc4nc32)c(OC)c1 (stereo not given) | 1% | -16% | ?
O=C(COC(=O)c1cccc(S(=O)(=O)N2CCCCC2)c1)NC1CCCCC1 | -2% | -1% | nt
COc1ccc(C2C(C#N)=C(/N=C/N3CCOCC3)OC3=C2C(=O)CC(C)(C)C3)cc1OC (stereo not given) | 1% | -5% | 12%
COc1cccc(OCCOCCNCCO)c1 | 2% | nt | 0%
CCOc1ccc(NC(=O)C(=O)NCc2ccco2)cc1 | 0%[12.3 µM] | -3% | nt
CCCNS(=O)(=O)c1ccc(OCC(=O)Nc2ccc3c(c2)OCO3)cc1 | 2% | -4% | 8%

The closing 5 records of the part above lead into the next:
smiles | TDP1 inh | FEN1 inh | N370S GC mod
O=C(COC(=O)c1cccc(S(=O)(=O)N2CCCCC2)c1)NC1CCCCC1 | -2% | -1% | nt
COc1ccc(C2C(C#N)=C(/N=C/N3CCOCC3)OC3=C2C(=O)CC(C)(C)C3)cc1OC (stereo not given) | 1% | -5% | 12%
COc1cccc(OCCOCCNCCO)c1 | 2% | nt | 0%
CCOc1ccc(NC(=O)C(=O)NCc2ccco2)cc1 | 0%[12.3 µM] | -3% | nt
CCCNS(=O)(=O)c1ccc(OCC(=O)Nc2ccc3c(c2)OCO3)cc1 | 2% | -4% | 8%
CCOC(=O)c1ccc(NC(=O)Cn2cccc2)cc1 | 7% | 12% | 1%
O=C(CCNC(=O)c1ccccc1Cl)N/N=C\c1ccc(O)cc1 | -2% | -14% | -5%
COc1ccc2nc(NC(=O)c3ccccc3F)sc2c1 | 1% | 18% | -3%
CC1=C(C(=O)OC(C)(C)C)C(c2cccc3ccccc23)NC(=O)N1 (stereo not given) | nt | -14% | -7%
COc1ccc(NC(=O)c2cc(-c3cccs3)on2)cc1 | 6% | -4% | 0%
O=C(NC1CCCCC1)N1CCC(c2nc3ccc(Cl)cc3[nH]2)CC1 | 6% | -15% | -6%
COc1ccc(C(=O)NCC2(N3CCN(C)CC3)CCCCC2)cc1 | -4% | -12% | nt
CN1C(=O)/C(=C/c2ccc3c(c2)OCO3)N=C1c1ccccc1 | -5% | 5% | 6%
CN(C)/C=C(\C(=O)c1ccccc1)c1nnnn1-c1ccccc1 | 3% | 5% | -4%
Cc1ccc(S(=O)(=O)Nc2cccc3ccccc23)cc1 | 0% | -15% | nt
Cc1ccc(-n2cc(CN3CCCN(C=O)CC3)c(-c3ccc(F)cc3)n2)cc1 | 5% | 12% | 6%
CC(C)n1c(-c2ccccc2F)n[nH]c1=S | nt | -3% | -1%
OCC(CO)(CO)NCC(O)CN1c2ccccc2Sc2ccccc21 (stereo not given) | nt | 2% | -35%
CCC(CC)C(=O)Nc1ccc(-c2cn3cccnc3n2)cc1 | 1% | 19%&18% | ?
CCOC(=O)c1ccc(NC(=O)CNC(=O)c2ccccc2)cc1 | 7% | -3% | 2%
COc1ccc(CC(=O)Oc2ccc(F)cc2)cc1 | -3% | 13% | -10%
CCN1C(=O)N[C@@H](c2ccco2)C(C(C)=O)=C1C | -2%[21 µM] | -1% | 8%[12.8 µM]
O=C(NC(=S)Nc1cc(S(=O)(=O)N2CCOCC2)ccc1O)c1ccco1 | 5% | -3% | -4%
COc1ccc(C(=O)/C=C/Nc2ccc(S(N)(=O)=O)cc2)cc1OC | -5% | 11% | 6%
CC(=O)Nc1ccc(NC(=O)C(C)OC(=O)c2c(C)nn(-c3ccccc3)c2Cl)cc1 (stereo not given) | 1% | -8% | nt
Cc1coc2c1c(C)cc1oc(=O)c(CC(=O)N[C@@H](CC(C)C)C(=O)O)c(C)c12 | nt | -2% | 16%
CCOC(=O)c1ccc2nc(C)c(CC)c(Cl)c2c1 | 9% | 1% | 7%
O=C1C(Cl)=C(N2CCOCC2)C(=O)N1c1cccc(Cl)c1 | nt | 1% | 2%[2.35 µM]
COC(=O)CSc1nnc(-c2ccc(OC)c(OC)c2)o1 | -2% | 0% | -2%
S=c1[nH]nc(-c2ccc(Cl)cc2)n1-c1ccc2c(c1)OCCO2 | 5% | -2% | -4%
Cc1cccn2c(/C=N/OCc3cccc(F)c3)c(-c3ccc(Cl)cc3)nc12 | 4% | -1% | 10%
COc1cc(OC)c(C2C(C#N)=C(C)NC(C)=C2C#N)c(C(=O)O)c1 | -1% | 50%[activator] | 10%
Cc1nc2sccn2c(=O)c1CCN1CCC(=C(c2ccccc2)c2ccc(F)cc2)CC1 | 8% | -3%[57.1 µM] | -7%&-15%
Cc1nn(CCCC(=O)Nc2cccnc2Cl)c(C)c1[N+](=O)[O-] | 2% | 15% | -1%
CC1CCC(NC(=O)c2ccc3c(c2)OCO3)CC1 (stereo not given) | 3% | 0% | 18%

Some values from the list:
FEN1 inh with Cc1ccc(NC(=O)CN(C)S(=O)(=O)c2cccc3nsnc23)c(C)c1 is entered as -14%
FEN1 inh with CCOC(=O)c1sc(NS(=O)(=O)c2ccccc2)nc1C is entered as 10%
N370S GC mod with CC(=O)Nc1cccc(OCC(=O)NC(C)C(C)C)c1 (stereo not given) is entered as 9%
N370S GC mod with O=C(/C=C/c1ccco1)Nc1cc(Cl)ccc1C(=O)O is entered as -6%

(continued)
smiles | TDP1 inh | FEN1 inh | N370S GC mod
COc1cc(OC)cc(-n2nnnc2SCC(=O)NC2CCCC2)c1 | 8% | -14% | 8%
COc1ccc(NC(=O)C(=O)NCCc2csc3nc(-c4ccccc4C)nn23)cc1 | 4% | -6% | nt
C[C@@H]1CN([C@H](C)CO)C(=O)Cc2cc(NC(=O)CCC(F)(F)F)ccc2O[C@@H]1CN(C)C(=O)Nc1ccccc1 | 0% | 3% | nt
O=C(Nc1ccccc1)c1cccc(N2C(=O)C3C4C=CC(C5CC45)C3C2=O)c1 (stereo not given) | 2% | -16% | 5%
Cc1ccc2nc(N(CCCN(C)C)C(=O)c3cc(-c4cccs4)nc4ccccc34)sc2c1 | 8%[56.1 µM] | -18% | ?
O=C(NNC(=O)c1ccccc1F)c1ccc2[nH]c(=O)c(=O)[nH]c2c1 | -7% | 1% | -4%
CCC1CCCCN1C(=O)c1cc2c(=O)n3cccc(C)c3nc2s1 (stereo not given) | -8% | -8% | ?
COc1ccc(-c2csc(NC(=O)CN3C(=O)NC4(CCCC4)C3=O)n2)cc1OC | -16% | -10% | -29%
Cc1ccccc1C(=O)NNC(=S)NC(=O)c1ccc(Cl)cc1Cl | 8% | -10% | 21%
Cc1cccc(CCNC(=O)c2cccc3c2C(=O)N(C2CCCCC2)C3)c1 | -4% | -16% | ?
O=C(O)c1cnc(-c2ccccc2)nc1Oc1ccc(Cl)cc1 | nt | -11% | -1%
CN(C(=O)CSc1nnc(-c2ccco2)n1N)C1CCCCC1 | 3% | 18% | 1%
COc1cccc(/C=C(/C#N)c2ccc(F)cc2)c1OCc1cccc(C(=O)O)c1 | -3% | -2% | -10%
CC(OC(=O)c1ccncc1)C(=O)Nc1cccc([N+](=O)[O-])c1 (stereo not given) | 9% | 5% | 4%
Cc1cc(C)n(C(=O)CSc2ccc(Cl)cc2)n1 | 3% | 5% | 5%
O=C(COC(=O)c1ccc(Cl)nc1)Nc1ccc(N2CCOCC2)cc1 | -5% | -1% | -25%
CCCCCCN(C(=O)CCCCCN1C(=O)NC(c2ccc([N+](=O)[O-])cc2)C(C(=O)OCc2ccccc2)=C1C)C(C(=O)NCCCC)C1CCCCC1 (stereo not given) | 2%[56.1 µM] | -11% | nt
COCCN(C(=O)c1ccc(C#N)cc1)c1c(N)n(Cc2ccccc2)c(=O)[nH]c1=O | 1% | -2% | nt
Cc1ccc(-c2cc(C(F)F)nc(N3CCC(C)CC3)n2)cc1 | -3% | -15% | 15%
Cc1cccc(NC(=O)CCC(=O)Nc2nnc(C(F)(F)F)s2)c1 | nt | 0% | 7%
CCCc1cc(=O)[nH]c(SCC(=O)Nc2sccc2C#N)n1 | -16% | ? | 0%
COc1ccc(/C=N/NC(=O)c2cc[n+]([O-])cc2)cc1OC | 3% | -1% | -14%
COc1ccc(N(C(=O)Cn2nnc(-c3ccc(F)cc3)n2)C(C)C(=O)NC2CCCC2)cc1 (stereo not given) | nt | 8% | -6%
O=C(Nc1ccc(F)cc1F)c1csc(-c2ccncc2)n1 | -3% | 11% | -1%
CCCCN(c1ccccc1)S(=O)(=O)c1cccc(C(=O)O)c1 | 3% | 2% | 7%
CN(C)c1ccc(CNC(=O)c2ccc3c(c2)N(C)C(=O)C2CCCCN32)cc1 (stereo not given) | 5% | 11% | nt
COc1cccc(CCn2c(N)cc(=O)[nH]c2=S)c1OC | -8% | 1% | nt
Cc1cccc(C)c1NC(=O)CSc1ncnc2nc[nH]c12 | -2% | 7% | 4%
Cc1ccc(C)n1-c1ccc(C(=O)NN)s1 | 1% | 5% | -10%
N=C1C(c2nc3ccccc3s2)=C(O)CN1C1CCC(O)CC1 (stereo not given) | 0% | -1% | 4%

2 successive entries from above, for reference:
smiles | TDP1 inh | FEN1 inh | N370S GC mod
O=C(Nc1ccccc1)c1cccc(N2C(=O)C3C4C=CC(C5CC45)C3C2=O)c1 (stereo not given) | 2% | -16% | 5%
Cc1ccc2nc(N(CCCN(C)C)C(=O)c3cc(-c4cccs4)nc4ccccc34)sc2c1 | 8%[56.1 µM] | -18% | ?

More entries follow:
smiles | TDP1 inh | FEN1 inh | N370S GC mod
COCCn1c(SC(C)C(=O)NCC2CCCO2)nc2sc3c(c2c1=O)CCC3 (stereo not given) | nt | 1% | -3%
COC(=O)CSc1nc(N2CCOCC2)c2c(c1C#N)CC(C)(C)OC2 | nt | -2% | ?
CCOC(=O)c1cc(-c2ccccc2)sc1NC(=O)CCN1C(=O)c2ccccc2C1=O | 1% | -12% | 19%
O=C(COC(=O)c1ccc(S(=O)(=O)N2CCOCC2)cc1)NCc1ccccc1 | 0% | -1% | nt
O=C(CO/N=C/c1ccccc1Cl)N1CCCc2ccccc21 | -3% | 8% | 12%
O=C(c1cccs1)c1cn(CC(=O)N2CCc3ccccc3C2)c2ccccc12 | 5% | 1% | -7%
COc1cccc(C(=O)COC(=O)CCC(=O)NC2CCCCC2)c1 | -2% | 23% | 1%
Nc1c(C(=O)C2CC2)sc2nc(-c3ccccc3)cc(C(F)(F)F)c12 | -3% | -12% | 30%
CC(C)(C)NC(=O)COC(=O)c1cc(Cl)ccc1[N+](=O)[O-] | 3% | 18% | 7%
Cc1[nH]c2ccccc2c1C(=O)COC(=O)C1CCC1 | -11%[56.1 µM] | -8% | 0%
